# Growth percent in the NCI-60 one-dose screen (48 h, 10 µM unless noted): 100 = growth as untreated, 0 = no growth, -100 = all killed.
# A498 – A498 renal cancer cells; 76,000 tested, 5.4% active
# CAKI-1 – CAKI-1 renal cancer; AID 1794772; 75,000 tested, 4.7% active
# NCI-H23 – NCI-H23 lung cancer | 80,000 tested, 4% active
# SNB-75 – SNB-75 CNS cancer | 79,000 tested, 5% active
# SF-268 – SF-268 CNS cancer cells | 82,000 tested, 3.1% active | AID 1794759
# SF-295 – SF-295 CNS cancer cells; 79,000 tested, 5.6% active
# SNB-19 – SNB-19 CNS cancer cells; 81,000 tested, 2.5% active
# U251 – U251 CNS tumor cells; AID 1794753; 80,000 tested, 5.4% active
# SF-539 – SF-539 CNS cancer; 81,000 tested, 6.8% active; AID 1794752
# Numbers without * were called inactive; . = not tested or not shown; & = joins results of further samples; ! = not confirmed by another sample. The calls were made as follows: active = growth percent below 10; inactive = the rest.
SMILES,A498,CAKI-1,NCI-H23,SNB-75,SF-268,SF-295,SNB-19,U251,SF-539
COc1ccc(NC(=O)Nc2ccc3c(ccn3C(=O)c3cccc(F)c3)c2)cc1,89,90,72,44,85,90,81,54,52
Cc1cc(O)c(C(=O)c2cc(-c3ccc([N+](=O)[O-])cc3)c(=O)n(NC(=O)OC(C)(C)C)c2)cc1C,.,63,81,88,78,104,91,89,36
N#Cc1c(C(F)(F)F)cc(NCc2ccccn2)n2c1nc1ccccc12,81,81,95,70,93,82,97,94,95
Cc1ccc(CSc2nc(-c3ccc(Cl)cc3)c(C#N)c(N3CCOCC3)n2)cc1,.,76,95,108,95,99,95,97,99
CCOC(=O)C(Cc1ccccc1Cl)n1cc(-c2ccccc2)nn1 (stereo not given),99,96,103,97,104,105,98,90,102
CCCCc1ccc(N=Nc2ccc(OCCOCCOCCO)cc2)cc1,64,.,52,94,80,78,88,74,86
COc1ccc(C(=O)/C(=C/c2ccc(Cl)cc2)S(=O)(=O)c2ccc(C)cc2)cc1,117,84,99,102,100,92,90,95,98
NC1(N2SC(S)=C3CCCC=C32)CCCCC1,101,97,105,92,96,115,97,101,104
O=C(N/N=C/c1ccc(Oc2ccccc2)cc1)c1cnn2c1NC(c1ccccc1)C2 (stereo not given),.,34,61,77,65,19,61,48,38
COc1ccc2c(c1)/C(=N\N=C\c1cc(OC)c(OC)c(OC)c1)C(=O)N2,157,88,93,105,110,98,94,90,95
C=C(C/C=C(\C)C(=O)N[C@H](C(=O)N1CCCC1c1nccs1)C(C)C)Cc1ccccc1 (stereo not given in full),97,96,100,87,95,94,101,101,98
C[N+]1(C)CCCC(C#CC[N+]2(C)CCOCC2)C1 (stereo not given),79,97,97,85,105,103,102,93,94
CCNS(=O)(=O)NCC,104,96,105,92,115,103,100,98,.
C=C(CC(=O)OCCCC)C(=O)OCCCC,99,102,91,100,104,109,108,99,107
CC(=O)C1=C(C)NC(NNC(N)=S)=NC1c1ccccc1 (stereo not given),2.7*,65,93,41,85,102,99,106,97
CC(C)(C)CC(C)(C)Nc1c(-c2ccccc2)nc2cnccn12,85,80,102,87,89,96,92,95,91
N#Cc1ncnc2nc[nH]c12,95,107,114,93,106,102,112,104,107
C/C=C/C1OCC(CC)C(CCC)O1 (stereo not given),92,100,113,90,101,113,100,104,99
COc1ccc(-c2cc(=O)c3cccc(CC(=O)O)c3o2)cc1,106,83,100,87,108,93,106,.,99
O=C(CS)Nc1ccc2ccccc2c1,99,.,111,112,86,123,101,98,99
O=C1CCC(=O)N1CO,150,107,115,107,108,115,107,101,105
NNC(=O)c1c[nH]c2ccccc2c1=O,86,99,98,104,96,97,100,90,96
CCOC(=O)CC(=O)Nc1cc2ccc(OC)c(OC)c2cc1C(=O)OCC,86,109,96,85,105,85,100,104,101
CC(=S)N/C=C/c1c(C(=O)O)cc([N+](=O)[O-])cc1[N+](=O)[O-],118,100,96,92,102,103,104,97,102
Oc1ccccc1N=Nc1ccc[nH]1,118,.,63,79,85,98,93,87,82
C=CCNC(=O)c1ccccc1,77,84,95,93,103,99,108,96,94
COc1ccc(/C=N/Nc2cc(=O)[nH]c3ccc(Cl)cc23)cc1,81,86,20,99,59,73,86,29,97
COc1cc(-c2nn(-c3ccccc3F)cc2CO)ccc1O,107,.,88,80,92,100,109,112,96
O=C(CCc1ccccc1)N1CCN(C(=O)CCc2ccccc2)CC1,152,95,101,94,117,111,100,104,104
CC(C)(CO)NC(=O)c1ccc(C(C)(C)C)cc1,107,96,106,95,110,120,102,105,108
Cc1ccc(-c2cc(C(=O)N=Nc3c(O)[nH]c4ccccc34)c3ccccc3n2)cc1,88,24,32,86,36,94,58,27,-66*
Cn1c([N+](=O)[O-])cnc1/C=C1\Oc2cc(O)ccc2C1=O,82,89,90,80,86,91,92,93,104
Cc1ccc(-c2csc(NC(=O)CSc3nc(N)cc(=O)[nH]3)n2)cc1,108,85,94,85,94,96,87,97,98
COc1ccc2[nH]c(O)c(N=NC(=O)c3cc4ccccc4[nH]3)c2c1,.,92,102,94,97,103,101,104,102
O=C(N/N=C\c1ccc(Cl)cc1Cl)c1ccncc1,96,99,103,77,99,103,93,93,105
Cc1cc(Cl)ccc1NC(=O)N1c2ccccc2SC12CCCC2,78,69,98,70,101,98,86,92,100
c1cnc(Nc2nc3c(s2)CCc2c[nH]cc2-3)nc1,67&75,100&100,90&87,92&102,93&96,107&102,101&98,92&89,94&106
CC(=O)C(=O)OC1CCCCC1,105,96,107,114,111,97,110,99,93
COc1cc2c(c(OC)c1OC)[C@]1(OCC[C@H]1C)c1cccc(OC)c1-2,87,87,99,90,99,98,98,103,105
O=C(/C=C/c1ccco1)c1cc(Cl)ccc1O,97,61,98,92,96,114,96,95,129
Cc1cc(C)c(C)c(C(=O)C(=O)c2ccccc2)c1,87,97,97,96,109,100,129,102,97
COc1cc(C(=O)C[n+]2cccc3c4ccccc4ccc32)cc(OC)c1OC,106,97,91,90,90,92,92,88,101
O=C1c2c(c3c4cc(Br)ccc4[nH]c3c3ccc4ccccc4c23)C(=O)N1CCN1CCCCC1,73,31,38,50,38,24,38,-11*,39
O=C(/C=C/c1ccco1)c1cccc(Nc2nc(Nc3ccccc3)nc(Nc3ccccc3)n2)c1,-35*,93,58,60,93,62,92,77,94
CCOC(=O)Nc1ccc2c(=O)n(-c3ccccc3C)c(C)nc2c1,81,95,107,79,99,.,94,96,83

# Profiles from above:
# Cc1ccc(-c2csc(NC(=O)CSc3nc(N)cc(=O)[nH]3)n2)cc1 across the screens: A498: 108; CAKI-1: 85; NCI-H23: 94; SNB-75: 85; SF-268: 94; SF-295: 96; SNB-19: 87; U251: 97; SF-539: 98
# Cn1c([N+](=O)[O-])cnc1/C=C1\Oc2cc(O)ccc2C1=O across the screens: A498: 82; CAKI-1: 89; NCI-H23: 90; SNB-75: 80; SF-268: 86; SF-295: 91; SNB-19: 92; U251: 93; SF-539: 104

# Continuation:
SMILES,A498,CAKI-1,NCI-H23,SNB-75,SF-268,SF-295,SNB-19,U251,SF-539
CC(=O)NNC(=O)c1ccccn1,120,.,112,102,99,102,91,102,91
N#Cc1c(-c2cccc(Cl)c2)cc(-c2ccccn2)[nH]c1=O,98,83,92,105,95,97,93,94,98
COc1ncnc2c1ncn2C/C(Br)=C(\Br)CCl,95,96,15,47,12,97,90,-72*,12
COc1cc(NC(=O)c2cccc(C3CCc4c(cc(OC)c(OC)c4OC)O3)c2)cc(OC)c1OC (stereo not given),112,15,37,11,73,8.6*,27,14,-8.7*
COc1cc(-c2cc(-c3cccc(OCC(=O)O)c3)[nH]c(=O)c2C#N)ccc1O,109,89,98,101,100,98,98,118,96
N=C(N)SCCCCCSC(=N)N,89,100,94,97,94,102,99,90,104
CCOP(=O)(OCC)c1nc(-c2ccccc2)oc1NCc1cccnc1,102,97,102,93,104,106,98,107,96
NS(=O)(=O)c1ncsc1-c1ccccc1,94,93,104,78,101,102,98,108,102
Cc1nc2ccccc2c(=O)[nH]1,72,103,104,87,90,103,104,93,104
Cc1[nH]c2ccccc2c1C(C[N+](=O)[O-])c1ccccc1F (stereo not given),.,83,91,76,91,93,98,101,96
COc1ccc(C2CC(=O)c3c(O)cc(O)cc3O2)cc1O (stereo not given),114,104,107,110,128,105,108,99,113
COc1ccccc1C1OCC(C)([N+](=O)[O-])CO1 (stereo not given),99,100,106,96,102,110,105,102,102
CCN(CC)CCCOC(=O)Nc1ccccc1Cl,98,104,108,120,111,113,104,107,95
CCCCCCCc1nc(C#N)c(NCc2ccncc2)o1,104,.,103,62,85,93,103,104,104
N#CC(C#N)C(C#N)c1ccc(Cl)c(Cl)c1 (stereo not given),97,103,94,96,102,98,100,101,104

# Continued; the last 6 above are carried over.
SMILES,A498,CAKI-1,NCI-H23,SNB-75,SF-268,SF-295,SNB-19,U251,SF-539
Cc1[nH]c2ccccc2c1C(C[N+](=O)[O-])c1ccccc1F (stereo not given),.,83,91,76,91,93,98,101,96
COc1ccc(C2CC(=O)c3c(O)cc(O)cc3O2)cc1O (stereo not given),114,104,107,110,128,105,108,99,113
COc1ccccc1C1OCC(C)([N+](=O)[O-])CO1 (stereo not given),99,100,106,96,102,110,105,102,102
CCN(CC)CCCOC(=O)Nc1ccccc1Cl,98,104,108,120,111,113,104,107,95
CCCCCCCc1nc(C#N)c(NCc2ccncc2)o1,104,.,103,62,85,93,103,104,104
N#CC(C#N)C(C#N)c1ccc(Cl)c(Cl)c1 (stereo not given),97,103,94,96,102,98,100,101,104
CC(C)=CCC(/C=N/N=C(N)N)C(C)C (stereo not given),96,96,103,68,98,.,84,81,96
Oc1ccc(Cl)cc1CN1CCOCC1,89,104,100,91,99,109,103,98,111
Cc1cc(C)c(-c2c(C)cc(C)cc2C)c(C)c1,.,97,106,93,104,113,97,113,115
C=CC(CC(c1ccccc1)(c1ccccc1)c1ccccc1)N(CC)CC (stereo not given),66,66,72,68,74,79,98,62,69
CC(C(N)=O)C(=O)c1ccccc1 (stereo not given),.,93,101,86,99,97,98,94,95
O=C(Nc1ccc(Cl)cc1)c1cc2ccccc2cc1O,-5.5*,-23*!,4.2*!,53&53,25&54,3.7*!,30&38,-8.1*!,12&23
CC(=O)c1ccc(NC(=O)c2ccc(-n3c(=O)[nH]c4ccccc4c3=O)cc2)cc1,105,89,87,81,99,90,90,95,86
COc1cccc(-c2nc3sccn3c2-c2ccnc(NCCNC(=O)c3cc(C(F)(F)F)cc(C(F)(F)F)c3)n2)c1,96,86,102,76,83,94,99,92,88
O=C(Nc1cccc2ccccc12)c1ccco1,.,77,108,89,111,88,91,.,105
O=C1CCC(N2C(=O)c3cccc(NCCCCCCOc4ccc(Nc5nccc(Nc6ccccc6)n5)cc4)c3C2=O)C(=O)N1 (stereo not given),75,64,63,89,89,73,86,83,89
Cc1ccc2nc(-c3ccc(C(=O)N/N=C/c4ccc(O)cc4)cc3)[nH]c2c1,98,95,98,91,92,102,100,99,92
COc1cc2cc(Oc3ccc(NC(=O)Nc4ccc(F)c(C(F)(F)F)c4)cc3)c(C)nc2cc1OCCN1CCOCC1,39,26,0.4*,52,32,0.8*,25,14,45
Cc1cccc(-n2c(C)nc3ccc(N4CCCNC4=O)cc3c2=O)c1,90,100,98,103,105,101,98,93,92
O=C(c1ccccc1O)N1CCCCC1,104,99,102,92,108,97,97,90,.
O=C(O)c1ccc(NCc2cccc([N+](=O)[O-])c2)cc1,100,102,101,92,103,108,93,106,.

# Reformatted with bars between the fields: entries from further up.
canonical_smiles | A498 | CAKI-1 | NCI-H23 | SNB-75 | SF-268 | SF-295 | SNB-19 | U251 | SF-539
CC(=O)c1ccc(NC(=O)c2ccc(-n3c(=O)[nH]c4ccccc4c3=O)cc2)cc1 | 105 | 89 | 87 | 81 | 99 | 90 | 90 | 95 | 86
C=CC(CC(c1ccccc1)(c1ccccc1)c1ccccc1)N(CC)CC (stereo not given) | 66 | 66 | 72 | 68 | 74 | 79 | 98 | 62 | 69
COc1cccc(-c2nc3sccn3c2-c2ccnc(NCCNC(=O)c3cc(C(F)(F)F)cc(C(F)(F)F)c3)n2)c1 | 96 | 86 | 102 | 76 | 83 | 94 | 99 | 92 | 88

# (further entries)
SMILES,A498,CAKI-1,NCI-H23,SNB-75,SF-268,SF-295,SNB-19,U251,SF-539
c1ccc(-c2nnn(-c3ccccc3)n2)cc1,119,93,105,90,109,106,101,99,105
CSCCC(NC(=O)C(Cl)Cl)C(=O)O (stereo not given),108,.,99,86,99,98,107,91,96
COc1cc(C(=O)n2ncnc2N)cc(OC)c1OC,97,.,95,88,101,97,111,96,102
C#CC1(O)CC[C@H]2[C@@H]3CCC4=CCCC[C@@H]4[C@H]3CC[C@@]21C (stereo not given in full),150,125&97,95&102,97&99,102&96,136&114,113&110,104&105,92&104
N#Cc1ccc(NC(=O)c2sc3nc4c(cc3c2N)C(=O)CCC4)cc1,80,93,106,113,102,82,102,106,100
O=C(Nc1ccc(Cl)cc1)c1cc2cc(F)ccc2cc1O,-43*,12,7.1*,19,24,31,21,5.8*,18
O=C(O)CCCCC(=O)SCc1ccccc1,97,97,102,106,104,97,101,93,93
c1ccc(CN=C(Nc2ccc(C3=NCCN3)cc2)c2cccc(C(=NCc3ccccc3)Nc3ccc(C4=NCCN4)cc3)c2)cc1,93,110,100,111,.,105,110,115,102
O=c1oc2ccccc2cc1C1=NN(c2ccccc2)C(c2cn(-c3ccccc3)nc2-c2ccccc2)C1 (stereo not given),114,71,91,.,97,97,86,101,88
COC(=O)C1C(C)=Nc2c(N)ncnc2NC1c1ccccc1 (stereo not given),104,94,103,85,104,98,91,107,90
COc1ccc(-c2csc(Nc3ccc(S(=O)(=O)Nc4cc(C)on4)cc3)n2)cc1OC,97,86,100,86,99,74,91,107,92
Cn1cc(-c2noc(C(=O)c3cn(C)c4ncccc34)n2)c2cc(F)ccc21,68,86,95,.,96,100,95,89,85
COc1ccc(Nn2c(=O)c(=O)[nH]c3nn4c(-c5ccc(OC)c(OC)c5)c(C#N)c(N)nc4c32)cc1,104,93,103,101,110,102,100,97,95
COc1cccc2occ(COC(=O)c3c(C)noc3C)c(=O)c12,.,79,89,97,91,100,96,92,92
C=C1CCC2[C@](C)(CO)[C@H](O)CC[C@@]2(C)[C@@H]1C/C=C1/C(=O)OC[C@H]1O (stereo not given in full),88,97,98,62,98,114,88,76,83
Cc1nnc2n(Cc3ccccc3)c(=O)c3c4c(sc3n12)CCCC4,124,83,104,125,117,87,117,110,103
COc1cc(CCn2nnc3c(Nc4ccc(N5CCOCC5)nc4)ncnc32)cc(OC)c1,100,101,92,85,104,93,93,93,101
